HT1080-NT tox: kills 2HG-producing HT-1080-NT fibrosarcoma cells | Potency, µM (titrated, usually from 46.1 µM), without a hit: at the top dose activity, negative = less viability, hits mostly cytotoxic | HT-1080-NT fibrosarcoma viability, CellTiter-Glo ATP luminescence, 48 h | hit rate 1.6% among 360,000;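 also: NT is the 2HG producing partner of a matched IDH1 knockdown line; 0% = DMSO-treated cells and -100% = media-only wells without cells; nearly all actives have a fitted effect of over 55% in size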
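Read-out is CellTiter-Glo luminescence after 10 minutes at room temperature, following 48 hours' compound treatment of HT-1080-NT cells (750 cells/well, RPMI, 5% FBS, 37 degrees C).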
KB-3-1 cytotox: KB-3-1 parental cell cytotoxicity; Potency, µM (doses to about 46.1 µM), without a hit: at the top dose activity change, negative = cytotoxic, hits mostly cytotoxic; KB-3-1 viability, CellTiter-Glo ATP luminescence, 72 h; hit rate 1.4% among 400,000; also: % is scaled to controls: 0 for no effect and ±100 for the full control effect; nearly all actives have a fitted effect of over 60% in size
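Parental KB-3-1 adenocarcinoma cells in phenol-red-free DMEM with 10% FBS were pin-treated with compounds at several concentrations, incubated 72 h at 37 °C, and viability read by CellTiter-Glo luminescence; concentration-effect curves were fitted after normalization.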
KB-V1 MDR tox: KB-V1 MDR subline cytotoxicity; hit rate 3.4% among 400,000; KB-V1 MDR cells viability, CellTiter-Glo, 72 h; Potency, µM (series often up to 46.1 µM), for the others: at the top dose activity change, negative = cytotoxicity, usual class: cytotoxic; also: % is scaled to controls: 0 for no effect and ±100 for the full control effect; nearly all actives have a fitted effect of over 60% in size
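qHTS viability screen in drug-selected KB-V1 MDR cells: 72 h compound treatment at 37 degrees C, ATP luminescence end point.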
HT1080 IDH1KD tx: toxicity to HT-1080 IDH1 knockdown cells (counter line); Potency, µM (doses to about 46.1 µM), without a hit: top-dose activity, negative = toxicity, actives largely listed as cytotoxic; hit rate 2% among 360,000; HT-1080 IDH1 knockdown viability, ATP luminescence, 48 h;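 also: 0% = DMSO wells and -100% = cell-free medium wells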
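Using the IDH1-knockdown HT-1080 line run in the same batch and compound series as the NT line, viability after 48 h at 37 °C was determined by CellTiter-Glo luminescence and expressed as % activity.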
HEK293 tox: cytotoxic in the GLP-1 receptor inverse agonist counter-screen. Potency, µM (titrated, usually from 38.3 µM), for inactives: top-dose activity change, negative = inhibition, most hits filed as inhibitors. AID 624418. hit rate 0.13% among 410,000. HEK293 cAMP-luciferase reporter cells, luminescence, 24 h;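 also: loss of luciferase light is scored as toxicity; % is scaled to controls: 0 for no effect and ±100 for the full control effect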
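Step one: seed cells (200 cells/uL, DMEM with 10% Nu serum, 1% pen-strep). Step two: 12-hour incubation at 37 deg C. Step three: pin 23 nL compound, incubate 24 hr. Step four: add luciferase reagent, read luminescence 12 min later.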
GLP-1R inv ag: inverse agonists of human GLP-1 receptor; P43220; HEK293 GLP-1R CRE-luciferase, luminescence, 24 h; GLP-1R form is constitutively active; Potency, µM (top dose mostly 38.3 µM), for the others: top-dose activity change, negative = inhibition, usual class: inhibitors; hit rate 1.6% among 410,000; also: % is scaled to controls: 0 for no effect and ±100 for the full control effect; nearly all actives have a fitted effect of over 55% in size
Target sequence (P43220 whole entry, looked up): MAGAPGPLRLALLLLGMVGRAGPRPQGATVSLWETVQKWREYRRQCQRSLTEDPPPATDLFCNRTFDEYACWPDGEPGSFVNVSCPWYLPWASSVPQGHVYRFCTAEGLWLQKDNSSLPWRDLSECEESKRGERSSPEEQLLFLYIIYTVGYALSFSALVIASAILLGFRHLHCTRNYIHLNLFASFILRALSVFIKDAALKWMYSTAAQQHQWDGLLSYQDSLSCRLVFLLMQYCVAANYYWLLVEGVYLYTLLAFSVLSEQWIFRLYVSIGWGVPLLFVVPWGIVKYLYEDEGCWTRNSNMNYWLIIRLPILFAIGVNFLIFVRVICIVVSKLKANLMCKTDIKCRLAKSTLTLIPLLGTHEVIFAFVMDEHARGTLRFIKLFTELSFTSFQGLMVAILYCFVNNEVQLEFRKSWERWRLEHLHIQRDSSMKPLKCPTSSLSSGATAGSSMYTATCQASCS
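HEK293 cells stably co-expressing constitutively active GLP-1R and a cAMP-responsive luciferase reporter were seeded in DMEM with 10% Nu serum, given compounds after 12 h, and incubated 24 h at 37 deg C. Luminescence was then read.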
SW480 rereplic: DNA re-replication induction in SW480 cells. SW480 DNA re-replication, Hoechst DNA content imaging, 48 h. Potency, µM (series often up to 46.1 µM), for the others: at the top dose re-replication activation, actives largely listed as activators. AID 624297. hit rate 1.8% among 340,000; also: % of control where 0% means no effect; nearly all actives have a fitted effect of over 55% in size
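DNA re-replication was detected as more nuclei of elevated Hoechst intensity after 48 hr exposure to compound (23 nL pinned per well of 250 cells).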
TDP43 rescue: rescues yeast growth from TDP-43 toxicity; AID 652104; hit rate 1.8% among 410,000; Potency, µM (highest dose often 46.1 µM), for the others: at the highest dose growth rescue (activation), usual class: activators; TDP-43 expressing yeast growth rescue, BacTiter-Glo, 24 h; also: % of control where 0% means no effect; nearly all actives have a fitted effect of over 50% in size
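Galactose-induced TDP-43 yeast, OD600=0.02, compound pinned; 24 hr, 30 deg C; BacTiter-Glo luminescence for growth. Inhibitors of TDP-43 toxicity read as activators.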
GLP1R ag: activates the human GLP-1 receptor | P43220 | HEK293 GLP-1R CRE-luciferase, luminescence, 4-6 h; cells express a hypersensitive GLP-1R form | Potency, µM (highest dose often 45.6 µM), without a hit: at the highest dose activation, hits mostly activators | hit rate 0.007% among 380,000 | AID 624172; also: % of control where 0% means no effect
The depositor's hits bear a star; ? = inconclusive; / = no result given; & = joins results of further samples; [ ] = remark or other dose. Calls follow the shape of the dose curve; as a rule, active = well fitted curve in the direction sought with a large enough effect; inconclusive = small, poorly fitted or top-dose-only effect, or another doubt; inactive = no such curve, though single readings can be large; an effect the other way counts as inactive or inconclusive. Potency is read from the fitted curve at half-maximal effect.

#	molecule	SW480 rereplic	HEK293 tox	GLP-1R inv ag	GLP1R ag	KB-V1 MDR tox	KB-3-1 cytotox	HT1080-NT tox	TDP43 rescue	HT1080 IDH1KD tx
1	CCCCC(=O)N(C)c1c(CC)nc2c(OCc3cccc(Cl)c3)cccn12	/	4%	?	18%	-3%	0%	?	0%	?
2	CN(Cc1ccccc1)C(=O)c1cc(-c2cccc(Cl)c2)on1	/	9%	-17%	/	19%	0%	/	?	/
3	COc1ccccc1CNC(=O)COC(=O)c1ccc(C)c(S(=O)(=O)N2CCCCC2)c1	-1%	-1%	-24%	-2%	0%	-9%	6%	17%	11%
4	Cc1nnsc1S(=O)c1ccc(Cl)cc1 (stereo not drawn)	?	-6%	-10%	7%	-26%	?	-3%	8%	-3%
5	Cc1ccc(NC(=O)CN(C)C(=O)c2ccc(Cl)c(S(=O)(=O)NCc3ccco3)c2)cc1	-12%	1%	-27%	8%	16%	12%	-7%	18%	0%
6	O=C(O)CC(NC(=O)C12CC3CC(CC(C3)C1)C2)c1cccc(Cl)c1 (stereo not drawn)	-7%	2%	-2%	-3%	11%	-1%	-8%	24%	7%
7	Cc1nc2ccc(S(=O)(=O)NC(C(=O)Nc3nc4ccc(Cl)cc4s3)C(C)C)cc2s1 (stereo not drawn)	-7%	-27%	10%	5%	-3%	4%	0%	18%	-6%
8	Cc1ccc(CNC(=O)CN(C)S(=O)(=O)c2cccs2)cc1	-8%	-2%	10%	?	-2%	10%	3%	-12%	7%
9	CCOc1ccc(CCNC(=O)CSc2cc(=O)n(C)c3cc(Cl)ccc23)cc1OCC	-4%	2%&4%	4%&9%	2%	-1%&-14%	15%&-7%	2%	8%&-8%	3%
10	CC(=O)N1CCN(c2ccc(NCc3ccc(C)cc3)cc2)CC1	-1%	2%	10%	13%	?	-16%	-3%	8%	-16%
11	CSCCC(NC(=O)c1cccc(C)c1)C(=O)OCC(=O)Nc1c(C)nn(-c2ccccc2)c1C (stereo not drawn)	4%	0%	-12%	6%	-21%	0%	-4%	-19%	0%
12	Cc1cc(CN(C)C(=O)CC2C(=O)NCCN2Cc2c(F)cccc2Cl)n[nH]1 (stereo not drawn)	-5%	28%	-9%	4%	?	-16%	5%	-19%	3%
13	CCOC(=O)C(C)(C)Oc1ccc(Cl)cc1	-10%	10%	-3%	-3%&3%	21%&19%	?	27%	8%	9%
14	CCN(CC(=O)Nc1c(F)cccc1F)C(=O)c1cc([N+](=O)[O-])ccc1N1CCCCC1	-2%	?	6%	-15%	-23%	-4%	1%	12%	0%
15	O=C(CN1CCN(Cc2ccccc2F)C1=O)NCc1ccco1	-13%	-17%	6%	-9%	-15%	3%	-5%	7%	1%

2 entries from above, with two lines to a compound.
Screens in order: SW480 rereplic	HEK293 tox	GLP-1R inv ag	GLP1R ag	KB-V1 MDR tox	KB-3-1 cytotox	HT1080-NT tox	TDP43 rescue	HT1080 IDH1KD tx
5) Cc1ccc(NC(=O)CN(C)C(=O)c2ccc(Cl)c(S(=O)(=O)NCc3ccco3)c2)cc1
  -12%	1%	-27%	8%	16%	12%	-7%	18%	0%
6) O=C(O)CC(NC(=O)C12CC3CC(CC(C3)C1)C2)c1cccc(Cl)c1 (stereo not drawn)
  -7%	2%	-2%	-3%	11%	-1%	-8%	24%	7%

Additional records.
#	molecule	SW480 rereplic	HEK293 tox	GLP-1R inv ag	GLP1R ag	KB-V1 MDR tox	KB-3-1 cytotox	HT1080-NT tox	TDP43 rescue	HT1080 IDH1KD tx
16	Cc1ccccc1CN1CCNC(=O)C1CC(=O)O (stereo not drawn)	-3%	-19%	-6%	1%	?	-18%	-5%	-3%	-4%
17	O=C(CC1Sc2ccccc2NC1=O)Nc1cccnc1 (stereo not drawn)	0%	-1%	-4%	6%	18%	15%	4%	-10%	9%
18	COc1ccccc1N1CCN(C(=O)C2CCC(Cn3c(=S)[nH]c4ccccc4c3=O)CC2)CC1 (stereo not drawn)	-2%	3%	-9%	5%	-19%	?	-5%	9%	-14%
19	CCOc1ccc(CN2CCN(C(=O)c3cccc(F)c3)CC2)cc1	-2%	-9%	-6%	18%	?	?	?	-12%	8%[9.24 µM]
20	O=C(CN1CCCCCC1)Nc1ccccc1C(=O)Nc1ccccc1	2%	11%	?	1%	?	3%	-9%	-14%	-9%
21	COc1cccc(NC(=O)C(=O)c2cn(CC(=O)N3CCOCC3)c3ccccc23)c1	1%	-17%	14%	35%	-25%	0%	-3%	15%	0%
22	CCN1CCN(C(CNS(=O)(=O)c2cccs2)c2cccnc2)CC1 (stereo not drawn)	-27%	-4%	12%	20%	9%	0%	5%	12%	13%
23	Cc1ccc(OCCOCCNC(C)(C)C)c([N+](=O)[O-])c1	-3%	5%	-33%	11%	-20%	-1%	-7%	-9%	-3%
24	COc1ccccc1NC(=O)Cn1c(=O)n(CCCCCC(=O)NCc2ccccc2)c(=O)c2sccc21	/	0%	7%	/	2%	3%	/	5%	/
25	CCc1ccc(-c2cc(C)no2)cc1S(=O)(=O)NCc1ccco1	20%	-13%&-10%	?	-1%	-10%&3%	?	-17%	27%&8%	?
26	O=C(OCC(=O)N1CCCC1=O)C1CCN(S(=O)(=O)c2ccc(Cl)c(C(F)(F)F)c2)CC1	-3%	8%	24%	-2%	0%	-1%	7%	18%	10%
27	CCOC(=O)CC1=C(C(=O)OCC)C(c2ccc(OC)c(OC)c2)C(C#N)=C(N)O1 (stereo not drawn)	-6%	-2%	-4%	7%	-9%	-18%	-1%	0%	-2%
28	C=CCn1c(C)cc(C2=NNC(=NCc3ccccc3)SC2)c1C	?	-7%	-21%	8%	9.2µM*	?	?	22%	?
29	CCc1cccc(C)c1NC(=O)CSc1n[nH]c(N)n1	3%	7%	18%	-1%	?	5%	1%	10%	3%
30	COCCNC(=O)C1CCCN(C(=O)c2cc(-c3ccccc3)cs2)CC1 (stereo not drawn)	/	-2%	22%	9%	0%	0%	21%	15%	8%

Sorted by length of the SMILES (rising): some entries from above.
#	molecule	SW480 rereplic	HEK293 tox	GLP-1R inv ag	GLP1R ag	KB-V1 MDR tox	KB-3-1 cytotox	HT1080-NT tox	TDP43 rescue	HT1080 IDH1KD tx
16	Cc1ccccc1CN1CCNC(=O)C1CC(=O)O (stereo not drawn)	-3%	-19%	-6%	1%	?	-18%	-5%	-3%	-4%
17	O=C(CC1Sc2ccccc2NC1=O)Nc1cccnc1 (stereo not drawn)	0%	-1%	-4%	6%	18%	15%	4%	-10%	9%
20	O=C(CN1CCCCCC1)Nc1ccccc1C(=O)Nc1ccccc1	2%	11%	?	1%	?	3%	-9%	-14%	-9%
19	CCOc1ccc(CN2CCN(C(=O)c3cccc(F)c3)CC2)cc1	-2%	-9%	-6%	18%	?	?	?	-12%	8%[9.24 µM]
22	CCN1CCN(C(CNS(=O)(=O)c2cccs2)c2cccnc2)CC1 (stereo not drawn)	-27%	-4%	12%	20%	9%	0%	5%	12%	13%
21	COc1cccc(NC(=O)C(=O)c2cn(CC(=O)N3CCOCC3)c3ccccc23)c1	1%	-17%	14%	35%	-25%	0%	-3%	15%	0%
24	COc1ccccc1NC(=O)Cn1c(=O)n(CCCCCC(=O)NCc2ccccc2)c(=O)c2sccc21	/	0%	7%	/	2%	3%	/	5%	/

The list goes on:
#	molecule	SW480 rereplic	HEK293 tox	GLP-1R inv ag	GLP1R ag	KB-V1 MDR tox	KB-3-1 cytotox	HT1080-NT tox	TDP43 rescue	HT1080 IDH1KD tx
31	N#Cc1cc2c(nc1S(=O)(=O)Cc1ccccc1)CCCC2	-1%	1%[0.307 µM]	-22%[0.307 µM]	0%	-27%	4%	?	4%	28%
32	COc1ccccc1NC(=S)N1CCN(c2ccccc2F)CC1	3%	-20%	-10%	-5%	-6%	-1%	0%	?	1%
33	O=C(CCCN1C(=O)C(c2ccccc2)Oc2cccnc21)Nc1ccccc1C(F)(F)F (stereo not drawn)	/	-1%	-3%	-1%	2%	-8%	/	-14%	/
34	COC(=O)[C@@]12C[C@@H](CC(=O)NCc3cccs3)C(=O)N(Cc3ccc4c(c3)OCO4)C1=CCC(C)(C)C2	/	?	?	/	?	-11%	?	0%	?
35	CNC(=O)C1(C)Cc2c(-c3ccc(NC(C)=O)cc3)ccnc2O1 (stereo not drawn)	/	0%	16%	2%	5%	0%	?	15%	4%
36	N=c1oc2ccc(Br)cc2cc1C(=O)NCc1ccccc1	0%	-10%	-15%	-18%	4%	1%	-4%	-1%	-6%
37	CC(=O)N1CCN(CC(=O)Nc2cc(F)ccc2C)CC1	-11%[9.22 µM]	5%	-7%	10%	0%	1%	3%	-7%	-1%
38	CCOC(=O)N1CCc2c(sc3nc4n(c(=O)c23)N=C(C)CS4)C1	-5%	15%	26%	21%	0%	9%	-4%	4%	-8%
39	CSc1ccc(C2=CC(=O)C[C@H](c3ccc(Cl)cc3)C2)cc1	-23%	12%	9%	-3%	-11%	2%	-12%	?	-8%
40	CC(C)CC(C(=O)NCC1CCCO1)N(C(=O)Cn1nnc(-c2ccc(F)cc2)n1)c1ccccc1F (stereo not drawn)	9%	?	-24%	-6%	-5%	-3%	-7%	18%	-10%
41	CC1(C(=O)NS(=O)(=O)c2ccc(Cl)cc2)CCN1C(=O)COc1ccc(Cl)cc1 (stereo not drawn)	/	1%	4%	-1%	6%	0%	-1%	9%	-2%
42	c1ccc(Cn2c(NCc3ccccn3)nc3ccccc32)cc1	6%	-8%	?	-1%	17%	0%	-1%	-11%	-8%
43	Cc1ccc(C)c(NC(=O)CS(=O)(=O)c2cn(C)c3ccccc23)c1	?	4%	0%	13%	-16%	3%	1%	-1%	-26%
44	O=C1CN(C(=O)Cc2ccc(F)cc2)C(c2ccccc2)c2cc(Br)ccc2N1 (stereo not drawn)	/	11%	1%	/	2%	-4%	/	22%	/
45	COC(=O)[C@H]1C[C@@H]1[C@H](N)c1ccccc1	-56%[inhibitor]	13%	-10%	3%	-10%	-7%	-2%	-12%	7%

Screening data as filed in PubChem BioAssay.
